# Source: PubChem (National Center for Advancing Translational Sciences (NCATS))
# Nrf2 activator = activates Nrf2 signaling | AID 624171 | Potency, µM (top dose mostly 46.1 µM), for inactives: at the highest dose activation, most hits filed as activators | 410,000 tested, 0.31% active | AREc32 ARE-luciferase reporter (MCF7-derived line), luminescence, 24 h; further: potency means the concentration at half of the fitted maximal effect; % of control where 0% means no effect; nearly all actives have a fitted effect of over 65% in size
#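 Quantitative high-throughput format: AREc32 reporter cells, 1000 per well, received compound by pin transfer and were incubated 24 hr at 37 deg C, 5% CO2, before Steady-Glo luminescence detection.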
# CCT chaperon mod = cytosolic chaperonin activity modulation. purified chaperonin ATPase assay, HTRF ADP detection, 30 min. activity change, % (test concentration not listed), hits read low. 360,000 tested, 0.3% active; in the data active means activity change below about -30%; further: on the % scale 0 is the no-effect control and ±100 the full control effect
#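 Nucleotide hydrolysis assay: TRiC at 20–40 nM final (set by batch activity) with 10 uM ATP, 30 min at 37 °C, in presence of 76 uM compound. Detection by competitive ADP HTRF, 30 min ambient.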
# A549 tox = A549 cytotoxicity, counter-screen for Nrf2 inhibitors; AID 504648; A549 ARE-Fluc cells, CellTiter-Fluor viability, 18-24 h; 390,000 tested, 0.16% active; Potency, µM (series often up to 46 µM), inactives show at the highest dose activity change, negative = cytotoxicity, usual class: inhibitors; further: potency means the concentration at half of the fitted maximal effect; on the % scale 0 is the no-effect control and ±100 the full control effect
#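 Cytotoxicity counterscreen: CellTiter-Fluor fluorescence was measured in A549 ARE_Fluc cells after 18-24 h of compound exposure in a concentration series. The subsequent BugLite luminescent read reports ARE-luciferase activity.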
# Akt phos inh = Akt phosphorylation inhibition; 360,000 tested, 0.32% active; activity change, % for hits at 50 µM; AID 651550; Neuro2A IGF-stimulated pAkt S473 HTRF, 20 min; active compounds read low; in the data active means activity change below about -80%; inconclusive means mostly about -51% to -80%; further: on the % scale 0 is the no-effect control and ±100 the full control effect
#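 Neuro2A cells in DMEM with 0.5% FBS, overnight at 37 deg C, given compound at single 50 µM final, then IGF (6 nM final) for 20 min at 37 deg C. Lysed; phospho-Akt Ser473 by HTRF after 24 h, 665/615 ratio.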
# HepG2 tox = kills HepG2 cells in TGF-b inhibitor counter-screen | HepG2 CAGA-GFP viability, ATP luminescence, 18 h | Potency, µM (doses to about 46.1 µM), for the others: at the highest dose activity change, negative = cytotoxicity, actives largely listed as cytotoxic | 410,000 tested, 0.76% active; further: potency means the concentration at half of the fitted maximal effect; some results filed as inactive show a strong effect at the top dose
#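 CellTiter-Glo luminescence gave cytotoxicity after 18 hours at 37 degrees C. The cells were HepG2 CAGA-GFP in 1% FBS DMEM, stimulated with 500 pg/mL TGF-beta after compound addition. %Activity was normalised to no-cell wells (complete cell-killing) and DMSO (no toxicity), and curves were fitted and classified.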
# Nrf2 inh = blocks Nrf2 signaling; 360,000 tested, 2.1% active; Potency, µM (doses to about 46 µM), for inactives: top-dose activity change, negative = inhibition, actives largely listed as inhibitors; A549 ARE-Fluc reporter, luciferase luminescence, 18-24 h; further: potency means the concentration at half of the fitted maximal effect; on the % scale 0 is the no-effect control and ±100 the full control effect; nearly all actives have a fitted effect of over 60% in size
#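 Nrf2 activity is the BugLite luminescence, read 15 min after reagent at room temperature, following CellTiter-Fluor cytotoxicity readout (30 min, 37C). Compound titrations were applied for 18-24 h to 5000 A549 ARE_Fluc cells/well in 5% FBS OPTI-MEM.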
# TGFb SMAD3 inh = blocks TGF-b signaling; Potency, µM (series often up to 46.1 µM), for the others: top-dose activity, negative = inhibition, hits mostly inhibitors; 410,000 tested, 1.2% active; HepG2 CAGA-GFP TGF-b/SMAD3 reporter, GFP fluorescence, 18 h; TGF-beta stimulated, 500 pg/mL final; further: potency means the concentration at half of the fitted maximal effect; on the % scale 0 is the no-effect control and ±100 the full control effect; nearly all actives have a fitted effect of over 65% in size
#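 GFP signal (ex488/em500-530) from TGF-beta-stimulated HEPG2 CAGA-GFP cells, 500 pg/mL final, 18 h at 37 degrees C in DMEM plus 1% FBS, normalized to unstimulated and DMSO-stimulated controls.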
# MmCpn inh = M. maripaludis TRiC chaperonin inhibition; purified Mm-Cpn ATPase, ADP Transcreener TR-FRET; Potency, µM (series often up to 76.9 µM), for the others: at the top dose activity, negative = inhibition, most hits filed as inhibitors; 330,000 tested, 0.031% active; AID 504842; further: potency means the concentration at half of the fitted maximal effect; on the % scale 0 is the no-effect control and ±100 the full control effect; nearly all actives have a fitted effect of over 80% in size
#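 Inhibition of chaperonin ATP hydrolysis is measured as reduced ADP production, detected by competitive TR-FRET in which signal falls with ADP. Final enzyme 25 nM and ATP 10 uM, reacted 30 min at 37°C.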
# Abeta yeast res = restores growth of yeast expressing A-beta42 peptide | yeast expressing A-beta42, growth rescue, OD600, 48 h; response scale: 0% DMSO, 100% iron-clioquinol control | Potency, µM (top dose mostly 46.1 µM), for the others: at the highest dose growth rescue, usual class: activators | 410,000 tested, 0.063% active; further: potency means the concentration at half of the fitted maximal effect; nearly all actives have a fitted effect of over 55% in size
#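 Yeast growth medium received pinned compounds, then yeast cells expressing toxic A-beta were added; plates incubated at 30 C for 48 hr. Growth read as absorbance at 600 nm, normalized to DMSO and equimolar FeCl3 plus clioquinol controls.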
# The depositor's hits bear a star; i = inactive; ? = inconclusive; / = not tested or not shown; [ ] = remark or other dose. Unless noted, the call rests on the fitted dose curve; in most records, active means well fitted curve in the direction sought with a large enough effect; inconclusive means small, poorly fitted or top-dose-only effect, or another doubt; inactive means no such curve, though single readings can be large; an effect the other way counts as inactive or inconclusive. Random draw from the library (roughly 4.3% active in at least one column).
Structure	MmCpn inh	TGFb SMAD3 inh	Abeta yeast res	CCT chaperon mod	Nrf2 activator	Nrf2 inh	HepG2 tox	Akt phos inh	A549 tox
CCOC(=O)c1c(C)[nH]c(C)c1C(=O)COC(=O)CCc1ccccc1	0.2%	-16.1%	13.3%	-2.8	0.6%	7.0%	-2.2%	i	2.0%
O=C1O/C(=C\c2ccccc2)c2ccccc21	?	-1.0%	-17.1%	-2.0	8.0%	1.9%	-14.0%	i	0.7%
CCOC(=O)C1=C(C)N=c2sc(=Cc3ccc(OCC(=O)O)cc3)c(=O)n2C1c1ccc(Cl)cc1 (stereo not drawn)	/	?	1.2%	-1.1	0.3%	/	-24.3%	i	/
N#CCC(=O)c1ccccc1Oc1ccc(Cl)cc1	-20.5%	-3.9%	4.4%	-2.6	-0.1%	-0.1%	11.8%	i	1.7%
S=C(Nc1ccc(Oc2ccccc2)cc1)Nc1cccnc1	-1.5%	?	-13.1%	-1.0	0.3%	-10.7%	-22.7%	i	7.4%
CN(Cc1ccc(F)cc1)C(=O)CN1C(=O)c2ccccc2S1(=O)=O	0.4%	14.6%	-0.7%	2.1	0.1%	28.8%	-4.8%	i	-2.7%
CCc1noc(C)c1C(=O)NCCc1ccccc1	-0.6%	-16.8%	20.2%	-1.8	0.3%	?	8.4%	i	1.4%
O=C(CCN1N=C(c2ccccc2)CCC1=O)NCCCN1CCOCC1	-0.8%	-2.3%	2.9%	-0.5	0.0%	2.4%	8.7%	i	0.7%
CSCCNCc1cn(-c2ccc(F)cc2F)nc1-c1ccccc1C	-1.0%	-18.4%	4.0%	-5.0	-0.7%	6.1%	-20.2%	i	-6.7%
CC(c1cccnc1)N(CCN(C)C)C(=O)Nc1ccc(Cl)cc1 (stereo not drawn)	-0.2%	-9.2%	3.8%	-0.2	3.7%	11.1%	-26.4%	i	0.9%
Nc1ncnc(N)c1NC(=O)c1cc(Cl)c(OCc2ccccc2)c(Cl)c1	/	2.1%	9.5%	-3.2	-0.8%	/	3.5%	i	/
Cc1cc(NC(=O)c2cccn2-c2nnc(N3CCCCC3)s2)ccc1Br	/	8.91µM*	6.8%	/	4.3%	?	-52.3%	/	-16.5%
Nc1ncc(Br)cc1S(=O)(=O)NCCC(=O)Nc1cccc(Cl)c1	2.1%	-9.8%	4.6%	2.4	-0.2%	?	-21.2%	i	2.5%
COc1ccccc1C(=O)NCCN1CCN(c2ccccc2)CC1	-0.5%	-1.6%	3.3%	0.8	-0.8%	3.2%	-4.4%	i	21.5%
COc1ccc(-n2nnnc2SCC(=O)Nc2nc3c(s2)CCCC3)cc1	1.2%	-2.8%	10.6%	0.8	0.2%	16.4µM*	-36.4%	i	-15.2%
CCC(C)C(NC(=O)c1ccccc1NC(=O)c1ccco1)C(=O)NNC(=O)c1ccc(OC)cc1 (stereo not drawn)	-2.3%	-8.7%	-1.4%	1.4	0.7%	17.8%	3.3%	i	0.0%
O=C(Nc1ccccc1)C1=C[C@H](c2csc3ccccc23)C[C@H](OCCCCO)O1	/	?	-11.7%	-1.3	6.6%	14.0%	-28.0%	i	-2.1%
O=C(Nc1ccccc1C(=O)O)c1ccc(NC(=O)c2ccc(Br)o2)cc1	-0.3%	9.8%	2.3%	-2.1	-0.4%	/	-20.8%	i	-2.8%
O=C(NC1CCCCC1)c1cc2nc(-c3ccco3)cc(C(F)(F)F)n2n1	1.5%[15.4 µM]	-15.6%	-7.8%	1.8	-0.2%	-1.8%	1.2%	i	-4.7%
NC(=O)c1cccnc1Sc1ccc(Cl)cc1	1.8%	20.8%	-2.4%	-1.7	-0.7%	4.2%	-4.2%	i	4.2%
O=C(NCc1ccc(F)cc1)C(c1ccco1)N(C(=O)c1csnn1)C1CC1 (stereo not drawn)	-4.4%	9.8%	4.8%	0.2	0.5%	-11.4%	8.8%	i	-14.4%
O=C(Cn1cnc2ccccc21)N/N=C/c1ccccn1	0.9%	-18.5%	12.1%	-3.8	-0.2%	/	-73.1%	i	-1.2%
Cc1nn(C)c2c1c(C(F)(F)F)cc(=O)n2CC(=O)N1CCCCC1C (stereo not drawn)	/	11.1%	-2.8%	/	3.9%	-14.8%	-8.7%	/	-0.1%
CC1(C)CC(=O)C(=C2SCCCS2)C(=O)C1	-1.4%	14.3%	6.3%	-1.7	0.1%	10.0%	6.1%	i	-0.3%
COC(=O)C1CC(=O)N(CCc2c[nH]c3ccccc23)C1 (stereo not drawn)	1.1%	-0.3%	-2.1%	0.1	-0.5%	13.9%	0.0%	i	-0.9%
CS(=O)(=O)c1ccccc1C(=O)NCCC(c1ccccc1)c1ccccc1	1.9%	-10.5%	-7.8%	-1.0	0.2%	6.2%	-16.9%	i	10.4%
O=S(=O)(Nc1ccc(Cc2ccncc2)cc1)N1CCCC1	1.3%	-1.6%	7.2%	2.2	0.3%	?	4.1%	i	2.9%
COc1ccc(CCNC(=O)c2c(C)nn(CC(C)C)c2Cl)cc1	-3.1%	4.1%	8.4%	1.7	0.5%	-25.4%	-4.5%	i	-3.2%
COc1ccc(CNC(=O)[C@H](C)[C@@H]2C[C@@]2(C)[C@@H](NC(=O)OCc2ccccc2)c2ccccc2)cc1OC	2.3%	-1.1%	-10.0%	0.7	1.0%	4.6%	4.4%	i	-2.5%
COc1cc(/C=N/NC(=O)c2cccnc2)ccc1OCC(=O)Nc1c(C)cc(C)cc1C	-1.1%	5.9%	-32.7%[inhibitor]	-4.1	0.6%	-3.4%	-2.2%	i	-4.6%
CCCNC(=O)C(NS(=O)(=O)c1ccc2c(c1)c(=O)n(C)c(=O)n2C)c1ccccc1 (stereo not drawn)	-2.3%	-7.4%	-16.2%	-3.9	-0.5%	7.8%	-0.3%	i	-1.1%
CC(C)C(NS(=O)(=O)c1cccs1)C(=O)NCCCN1CCCCCC1 (stereo not drawn)	0.4%	-4.2%	-12.9%	-3.5	-1.1%	2.6%	8.4%	i	4.7%
Cc1ccc(S(=O)(=O)N2CCOCC2)cc1NC(=O)COc1cccc(-n2cnnn2)c1	-5.7%	2.3%	-15.1%	-0.1	2.7%	-7.5%	-35.5%	i	-4.1%
CCCN1C(=S)c2ccccc2C1c1ccccc1 (stereo not drawn)	0.4%	10.7%	?	0.2	1.8%	-1.0%	-5.7%	i	11.8%
O=C(CCCn1c(SCC(=O)Nc2ccccc2Cl)nc2ccccc2c1=O)NCC1CCCO1 (stereo not drawn)	-1.5%	-3.8%	4.7%	-1.7	-0.6%	?	-8.5%	i	1.7%
COC(=O)C1=C(C)OC(N)=C(C#N)C1c1ccc(OC)c(OC)c1OC (stereo not drawn)	0.5%	-0.2%	3.3%	-4.3	0.4%	15.1%	-14.6%	i	-0.7%
COc1cc2cc(CN(Cc3cccs3)C(=S)Nc3ccc(C)cc3)c(=O)[nH]c2cc1OC	-6.5%	0.0%	-13.2%	0.4	0.5%	7.2%	2.7%	i	-11.7%
S=c1[nH]nc(COc2ccccc2)n1/N=C/C=C/c1ccco1	-2.7%	0.0%	-12.0%	1.3	12.6µM*	10.0%	-45.7%	i	0.1%
COc1ccccc1CCc1nnc(CCC(=O)NCC2CCCO2)o1 (stereo not drawn)	2.4%	5.6%	11.9%	-2.9	-0.8%	7.7%	-1.8%	i	4.7%
O=[N+]([O-])c1nccn1CCCCCCCCCCCN1CCOCC1	/	-23.3%	-5.4%	0.8	5.8%	/	-29.0%	i	/

# In another format: results already given
CCCN1C(=S)c2ccccc2C1c1ccccc1 (stereo not drawn)
  MmCpn inh: 0.4%
  TGFb SMAD3 inh: 10.7%
  Abeta yeast res: ?
  CCT chaperon mod: 0.2
  Nrf2 activator: 1.8%
  Nrf2 inh: -1.0%
  HepG2 tox: -5.7%
  Akt phos inh: i
  A549 tox: 11.8%
O=C(CCCn1c(SCC(=O)Nc2ccccc2Cl)nc2ccccc2c1=O)NCC1CCCO1 (stereo not drawn)
  MmCpn inh: -1.5%
  TGFb SMAD3 inh: -3.8%
  Abeta yeast res: 4.7%
  CCT chaperon mod: -1.7
  Nrf2 activator: -0.6%
  Nrf2 inh: ?
  HepG2 tox: -8.5%
  Akt phos inh: i
  A549 tox: 1.7%
COC(=O)C1=C(C)OC(N)=C(C#N)C1c1ccc(OC)c(OC)c1OC (stereo not drawn)
  MmCpn inh: 0.5%
  TGFb SMAD3 inh: -0.2%
  Abeta yeast res: 3.3%
  CCT chaperon mod: -4.3
  Nrf2 activator: 0.4%
  Nrf2 inh: 15.1%
  HepG2 tox: -14.6%
  Akt phos inh: i
  A549 tox: -0.7%

# (more compounds)
Structure	MmCpn inh	TGFb SMAD3 inh	Abeta yeast res	CCT chaperon mod	Nrf2 activator	Nrf2 inh	HepG2 tox	Akt phos inh	A549 tox
Cc1ccnc(NC(=O)C(Cc2ccccc2)NC(=O)c2ccccc2)c1 (stereo not drawn)	0.6%	1.5%	-6.2%	0.1	-0.8%	18.1%	7.4%	i	-4.8%
CC(C)NC(=O)C1(C)CCCN1C(=O)c1cc(C#N)cs1 (stereo not drawn)	/	-1.9%	-6.9%	0.8	-0.2%	/	-9.8%	i	/
Cn1c(Cn2nnc3ccccc32)nnc1SCC(=O)NCc1ccc2c(c1)OCO2	-0.7%	-4.4%	12.0%	1.1	0.0%	?	3.3%	/	-1.6%
CC(=O)Nc1nnc(-c2ccccn2)o1	-0.2%	0.0%	6.8%	-3.1	0.0%	-4.1%	0.4%	i	-0.6%
CCOCCCNC(=O)C1CC(=O)N(C2CCCC2)C1 (stereo not drawn)	-2.8%	-11.8%	-12.3%	0.5	-0.2%	1.9%	4.6%	i	9.4%[1.84 µM]
CC(C)C[C@@H](COc1ccccc1)N1CCN(CC(C)C)CCC1=O	3.4%	-0.1%	7.3%	0.2	3.4%	7.5%	-17.6%	i	-8.8%
